High-throughput results deposited in PubChem by The Scripps Research Institute Molecular Screening Center.
GBA activity up – glucocerebrosidase activity enhancement. P04062. L444P Gaucher fibroblasts, 4-MU-glucoside fluorescence, 3 days. activation, % at 10 µM. 0.44% of 30,000 active; in the data active = activation above about 65%;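 note: 0% = vehicle wells and 100% = positive control wells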
Target sequence (P04062 whole entry L483P): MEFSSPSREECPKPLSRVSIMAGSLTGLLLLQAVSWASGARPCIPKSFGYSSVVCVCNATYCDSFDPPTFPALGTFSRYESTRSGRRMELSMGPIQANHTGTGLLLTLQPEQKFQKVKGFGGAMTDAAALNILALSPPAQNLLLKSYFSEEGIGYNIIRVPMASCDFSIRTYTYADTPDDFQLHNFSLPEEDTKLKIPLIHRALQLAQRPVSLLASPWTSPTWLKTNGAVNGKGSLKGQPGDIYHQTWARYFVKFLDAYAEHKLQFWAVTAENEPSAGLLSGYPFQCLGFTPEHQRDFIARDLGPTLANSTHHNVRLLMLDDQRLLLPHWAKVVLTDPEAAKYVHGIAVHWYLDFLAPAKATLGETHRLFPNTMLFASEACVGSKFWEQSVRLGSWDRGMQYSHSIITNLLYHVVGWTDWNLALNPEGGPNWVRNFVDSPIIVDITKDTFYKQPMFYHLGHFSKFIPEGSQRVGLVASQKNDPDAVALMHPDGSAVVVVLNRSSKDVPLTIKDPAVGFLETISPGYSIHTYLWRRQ
* = called active by the depositor.

The first 24 entries (preview)
SMILES	GBA activity up
CCOC(=O)Nc1ccc2c(C)cc(=O)oc2c1	-47
Cc1ccc(N=C2NC(=O)CS2)c(C)c1	-2
COc1ccc(-c2nnc(-c3ccc(N)cc3)o2)cc1	-20
O=C(CSc1nnc(-c2cccnc2)n1Cc1ccco1)c1ccc2ccccc2c1	-3
Cc1ccc(N=Cc2nc(-c3ccco3)oc2O)cc1	21
COc1ccc(Cc2nnc(SC)[nH]c2=O)cc1OC	-65
CCOc1ccccc1Oc1coc2cc(O)ccc2c1=O	-27
CC[C@H]1OC(=O)C[C@@H](O)[C@H](C)[C@@H](O[C@@H]2O[C@H](C)C[C@H](N(C)C)[C@H]2O)[C@@H](CC=O)C[C@@H](C)C(=O)C=C[C@]2(C)O[C@H]2[C@@H]1C	-44
O=C(c1cnc2sccn2c1=O)N1CCCc2ccccc21	-9
Cn1c(=O)c2c(n(C)c1=O)=NC1(CCCCC1)N=2	-7
CCc1ccc(OC)c(S(=O)(=O)NCCOc2ccccc2)c1	-21
CC(C)(C)C1CCc2nc(NC(=O)Cc3cn4ccsc4n3)sc2C1 (stereo not given)	0
Cc1nc(NC(=O)CCC(=O)O)sc1C(=O)N(C)C	-20
COCCn1c(CN2CCN(c3cccc(Cl)c3)CC2)nc2c1c(=O)n(C)c(=O)n2C	-18
O=C(NCc1ccccn1)c1cn(Cc2ccccc2)nn1	-15
CCCc1cc(=O)[nH]c(SCC(=O)c2ccc(S(=O)(=O)N3CCCC3)cc2)n1	-2
CCCCn1c(N)c(N(CCC(C)C)C(=O)CSc2nnc(C)s2)c(=O)[nH]c1=O	-3
CCCCS(=O)(=O)Nc1ccc(Cc2ccncc2)cc1	-22
O=C(Nc1cccc2ncccc12)c1cc2ccccc2o1	5
N#C/C(=C\c1c(N2CCOCC2)nc2ccccn2c1=O)S(=O)(=O)c1ccccc1	-7
COc1cc(C(=O)N(Cc2ccccn2)CC2CCCO2)cc(OC)c1OC (stereo not given)	-2
CCOc1ccccc1C(=O)NCC(=O)OCC(=O)c1ccc2c(c1)OCCO2	9
CCOc1ccccc1C(=O)N(CCC(=O)OC)c1ccccn1	2
C=CCNC(=O)C1CCCN(S(C)(=O)=O)C1 (stereo not given)	-6

All compounds of this part (from the top)
SMILES	GBA activity up
CCOC(=O)Nc1ccc2c(C)cc(=O)oc2c1	-47
Cc1ccc(N=C2NC(=O)CS2)c(C)c1	-2
COc1ccc(-c2nnc(-c3ccc(N)cc3)o2)cc1	-20
O=C(CSc1nnc(-c2cccnc2)n1Cc1ccco1)c1ccc2ccccc2c1	-3
Cc1ccc(N=Cc2nc(-c3ccco3)oc2O)cc1	21
COc1ccc(Cc2nnc(SC)[nH]c2=O)cc1OC	-65
CCOc1ccccc1Oc1coc2cc(O)ccc2c1=O	-27
CC[C@H]1OC(=O)C[C@@H](O)[C@H](C)[C@@H](O[C@@H]2O[C@H](C)C[C@H](N(C)C)[C@H]2O)[C@@H](CC=O)C[C@@H](C)C(=O)C=C[C@]2(C)O[C@H]2[C@@H]1C	-44
O=C(c1cnc2sccn2c1=O)N1CCCc2ccccc21	-9
Cn1c(=O)c2c(n(C)c1=O)=NC1(CCCCC1)N=2	-7
CCc1ccc(OC)c(S(=O)(=O)NCCOc2ccccc2)c1	-21
CC(C)(C)C1CCc2nc(NC(=O)Cc3cn4ccsc4n3)sc2C1 (stereo not given)	0
Cc1nc(NC(=O)CCC(=O)O)sc1C(=O)N(C)C	-20
COCCn1c(CN2CCN(c3cccc(Cl)c3)CC2)nc2c1c(=O)n(C)c(=O)n2C	-18
O=C(NCc1ccccn1)c1cn(Cc2ccccc2)nn1	-15
CCCc1cc(=O)[nH]c(SCC(=O)c2ccc(S(=O)(=O)N3CCCC3)cc2)n1	-2
CCCCn1c(N)c(N(CCC(C)C)C(=O)CSc2nnc(C)s2)c(=O)[nH]c1=O	-3
CCCCS(=O)(=O)Nc1ccc(Cc2ccncc2)cc1	-22
O=C(Nc1cccc2ncccc12)c1cc2ccccc2o1	5
N#C/C(=C\c1c(N2CCOCC2)nc2ccccn2c1=O)S(=O)(=O)c1ccccc1	-7
COc1cc(C(=O)N(Cc2ccccn2)CC2CCCO2)cc(OC)c1OC (stereo not given)	-2
CCOc1ccccc1C(=O)NCC(=O)OCC(=O)c1ccc2c(c1)OCCO2	9
CCOc1ccccc1C(=O)N(CCC(=O)OC)c1ccccn1	2
C=CCNC(=O)C1CCCN(S(C)(=O)=O)C1 (stereo not given)	-6
COC(=O)c1cc(Br)c(=O)n(-c2ccccn2)c1	-32
CCNS(=O)(=O)c1ccc(NC(=O)c2cccnc2)cc1	-10
O=S(=O)(c1cccc(S(=O)(=O)N2CCC(n3nnc4ccccc43)CC2)c1)N1CCCCC1	-11
COCCCNC(=O)c1cc(C)nc2ccc(F)cc12	-17
Cc1cccc(N2CCN(C(=O)c3ccc(CS(=O)(=O)c4ccccc4C)o3)CC2C)c1 (stereo not given)	-16
Cc1cccc(OCC2=NS(=O)(=O)c3ccccc3N2)c1	-5
COc1cc(C(=O)Nc2ccc3c(c2)OCCO3)ccc1OC(F)F	0
COc1ccc(S(=O)(=O)N2CCCC2)c(C)c1C	-19
Cc1cc(C)n(-c2ccc(C(=O)C(C#N)c3nc4ccccc4n3C)cc2)n1 (stereo not given)	14
C=CCn1c(N)c(C(=O)NCCC2=CCCCC2)sc1=S	-18
CCN(CC)C(=O)c1n[nH]c(=O)c2ccccc12	-13
Cc1cc(-c2nsc(=O)o2)c(S(C)(=O)=O)s1	-1
Cc1ccc2c(c1)C1(C(=O)N2C)N2CC3(C)CN1CC(C)(C2)C3=O (stereo not given)	-36
COC(=O)c1sccc1NC(=O)c1csc2c1CCCC2	-10
CCc1nnc(NC(=O)c2ccc(COc3ccccc3)o2)s1	-14
CC(C)C(=O)Nc1cc2c(cc1C(=O)c1ccccc1)OCCO2	5
Nc1nncn1C(=O)c1cc(Br)ccc1Cl	-11
CCn1c(SCC(=O)Nc2ccc(S(=O)(=O)Nc3ccccn3)cc2)nnc1-c1ccncc1	-14
Cc1nc(CCNC(=O)c2ccccc2)cs1	-4
CC(=O)c1c(N2CCN(C(=O)C3CCCO3)CC2)nc(=S)n(-c2ccccc2)c1C (stereo not given)	1
O=C(CN(C(=O)c1ccc2c(c1)OCCO2)c1ccccc1)NCC1CCCO1 (stereo not given)	-13
O=C(Nc1ccccc1C(=O)N1CCOCC1)c1cccc(S(=O)(=O)N2CCCC2)c1	-24
CCCNS(=O)(=O)c1ccc(CCC(=O)NCc2ccco2)cc1	-19
O=C(CN1C(=O)C2C3C=CC(C3)C2C1=O)Nc1nc(SCc2ccc(Cl)cc2)n[nH]1 (stereo not given)	-4
CCN1CCC(C(=O)NC2CCCC2)(N(Cc2cccs2)C(=O)Cn2nnc3ccccc32)CC1	6
COC(=O)c1sccc1NC(=O)c1ccc(Br)o1	7
COc1ccc(-c2noc(Cc3cccs3)n2)cc1	-5
COc1ccc(-c2nc3cc(NC(=O)c4ccc5c(c4)OCO5)ccc3o2)cc1	-44
N#CC1=C(N)C(C#N)(C#N)C(c2cccnc2)C2COCC=C12 (stereo not given)	-9
Cc1noc(C)c1C(=O)Nc1sc(C)c(-c2ccccc2)c1C#N	-20
Cc1ccc(N2CC(C(=O)NC3=NCCS3)CC2=O)cc1 (stereo not given)	-24
CSCC[C@H](NC(=O)NCCC1=CCCCC1)C(=O)O	6
O=C(Nc1c(F)cc(F)cc1Br)c1cc2nc(C(F)F)cc(C(F)F)n2n1	-16
CCCCNC(=O)CCCn1c(=S)[nH]c2cc3c(cc2c1=O)OCO3	2
Cc1ccc2c(CC(=O)Nc3ccc(N4CCN(C)CC4)cc3C)coc2c1	-14
O=C(Cn1c(-c2ccco2)nc2ccccc21)N1CCCCC1	-19
Other compounds
SMILES	GBA activity up
COc1ccccc1NC(=O)c1ccc(NS(=O)(=O)c2c(C)noc2C)cc1	17
COc1ccc(C(=O)COC(=O)CCCn2c(=O)oc3ccccc32)cc1	-11
Cc1nc(Nc2nc(-c3ccccc3)cc(=O)[nH]2)nc2ccccc12	-28
CNC(=O)NCC12CC3CC(CC(C3)C1)C2	-24
Cc1cc(C(=O)O)c(=O)[nH]c1C	-8
O=C(O)CNC(=O)c1ccccc1NC(=O)c1ccco1	-7
CN(Cc1ccccc1)S(=O)(=O)c1ccc2[nH]cc(C(=O)NCC3CCCO3)c(=O)c2c1 (stereo not given)	-18
Cc1ccc(CS(=O)(=O)CCC(=O)NCc2ccc3c(c2)OCO3)cc1	-12
COC(=O)c1c(NC(=O)CSc2nnnn2-c2ccccc2)sc2c1CCCC2	-13
Cn1c(SCc2ccc(C#N)cc2)nnc1-c1cccc(Cl)c1	-5
COc1ccc(NC(=O)N(CCO)Cc2cc3c(C)cc(C)cc3[nH]c2=O)cc1	-12
O=C1CC(N2CCN(c3ccc(Cl)c(Cl)c3)CC2)C(=O)N1 (stereo not given)	19
CCCCCC1CC(CC(=O)O)C(=O)O1 (stereo not given)	18
N#CC1=C(N)N(c2ccccc2)C2=C(C(=O)CCC2)C1c1ccsc1 (stereo not given)	11
COC(=O)c1nonc1NCn1nnc2ccccc21	-3
Cc1c(C(=O)OCC(=O)N2CC(C)OC(C)C2)oc2ccc(Br)cc12 (stereo not given)	-15
CC(=O)C1=C(C)OC(N)=C(C#N)C1c1ccncc1 (stereo not given)	-14
O=C(CCn1c(=O)oc2ccccc21)N1CCc2ccccc21	8
C=CCc1c(C)nc(SC)nc1Nc1ccc(C(C)=O)cc1	2
COc1cccc(C(=O)Nc2ccc(NC(=O)C3CC3)cn2)c1	-7
CCCCOc1ccc(NC2=NC3(CCCCC3)N=C(N)N2)cc1	-2
COCCNC(=O)CSc1nc2cc(OC)c(OC)cc2c(=O)n1Cc1ccc(OC)cc1	-5
O=C(Cc1nc2ccccc2s1)c1ccc(O)cc1O	-4
COc1ccccc1CNc1nc2nc(C)cc(=O)n2[nH]1	-24
O=C(Nc1cccc(F)c1)c1ccc2c(c1)OCO2	-3
O=C(Cc1cn2ccsc2n1)Nc1cccc2cnccc12	0
COc1ccc(NC(=O)CN2CCC(C(N)=O)CC2)cc1	-17
O=C(CC(=O)Nc1ccccn1)Nc1ccccn1	2
COc1ccccc1CC(=O)NCCc1ccc(S(N)(=O)=O)cc1	-4
CS(=O)(=O)N1CCN(c2nnc(-c3ccccc3)c3ccccc23)CC1	-7
COc1ccc2oc(C)c(C(=O)Cn3ccnc3)c2c1	33
COCCn1c(=O)[nH]c2cc(C(=O)NCCc3ccc(OC)c(OC)c3)ccc2c1=O	-15
Cc1sc(NC(=O)CSc2nnc(-c3ccccc3)o2)c(C#N)c1C	1
COc1cc(CNCc2ccc(OC)c(OC)c2OC)cc(OC)c1	14
Cc1ccccc1Cn1c(=O)c2c(nc3n2CCCN3Cc2ccccc2)n(C)c1=O	-14
Cc1ccc(C(C(=O)NC2CCCC2)N(Cc2cccs2)C(=O)CNC(=O)c2cccs2)o1 (stereo not given)	-8
CCOc1ccc(CNC(=O)NS(=O)(=O)c2ccc(OC)cc2)cc1	5
O=C(O)c1ccc(S(=O)(=O)NC2CCCc3ccccc32)cc1 (stereo not given)	2
COc1ccc(-c2nnc3ccc(SC(C(C)=O)C(C)=O)nn23)cc1OC	-13
c1cnc(N2CC[N+]3(CCCC3)CC2)nc1	-30
CCc1ccc(-c2nc(CS(=O)CC(=O)NCc3cccnc3)c(C)o2)cc1 (stereo not given)	-1
Cc1ccc2[nH]c(=O)c(C(c3nnnn3CC3CCCO3)N3CCOCC3)cc2c1 (stereo not given)	8
O=C(CSc1nnnn1-c1ccccc1)Nc1nc(-c2ccccc2)ns1	1
Cc1nc(CCNS(=O)(=O)c2cccs2)cs1	-2
Cn1c(SCC(=O)N2CCN(c3cccc(Cl)c3)CC2)nnc1-c1ccncc1	-3
O=S(=O)(Cc1ccccc1)N1CCCC(c2nc(-c3ccc(F)cc3)no2)C1 (stereo not given)	-19
O=C(C1CCCO1)N1CCC(c2nc3ccccc3[nH]2)CC1 (stereo not given)	-52
Cc1c(C(=O)N2CCN(C)CC2)oc2c1C(=O)CC(C)(C)C2	19
O=CN1CCC(=O)N(Cc2ccccc2)c2ccccc21	-2
CC(C)C(c1nnnn1Cc1ccc(F)cc1)N1CCSCC1 (stereo not given)	-19
CCOC(=O)CNC(=O)CSc1nnc(Cn2cnc3ccccc32)n1C	-15
COc1ccc(N2CC(C(=O)Nc3ccc(N4CCOCC4)cc3)CC2=O)cc1 (stereo not given)	-54
O=C(c1ccc2c(=O)n(CC3CCCO3)c(=S)[nH]c2c1)N1CCN(c2ccccc2)CC1 (stereo not given)	-38
CC(=O)Nc1cccc(C(=O)N2CCN(Cc3ccccc3)CC2)c1	-20
COc1ccccc1NC(=O)c1nnn(CC(=O)Nc2ccccc2)c1N	-6
CCCCc1cc(O)c(CCCC)c(O)c1	-17
CCOC(=O)C1CCCN(Cc2cc(Br)c(OC)cc2OC)C1 (stereo not given)	1
C=CCSc1nc2c(c(=N)n1CC=C)C1CCCC1S2 (stereo not given)	-35
O=C(OCC(=O)N1CCN(C(=O)c2ccco2)CC1)c1ccccc1OCc1ccccc1	-10
Cc1cc(C)n(-c2nnc(C)n2/N=C/c2ccccc2OCc2ccccc2Cl)n1	-5

An excerpt of these results, with each value named.
structure: Cc1cc(-c2nsc(=O)o2)c(S(C)(=O)=O)s1
  GBA activity up: -1

structure: CCN1CCC(C(=O)NC2CCCC2)(N(Cc2cccs2)C(=O)Cn2nnc3ccccc32)CC1
  GBA activity up: 6

(further entries)
SMILES	GBA activity up
CCOCCCn1c(=N)c(C(=O)Nc2cc(C)on2)cc2c(=O)n3ccccc3nc21	-12
COc1ccc(-c2noc(C3CCCN(C(=O)c4cccs4)C3)n2)cc1 (stereo not given)	2
COc1cc(C(=O)OC(C)CN2CCCC2)cc(OC)c1OC (stereo not given)	5
CCC(=O)N1Cc2ccccc2-c2ccccc2C1=O	-14
Cc1csc(N(C)C(=O)CSc2nnc(COc3cccc4ccccc34)o2)n1	-16
CCC(C(=O)NC(C)CCc1ccccc1)n1nc(C)n2c(cc3occc32)c1=O (stereo not given)	-6
COc1cccc(/C=N/n2c(C)c3c(C)nnc(C)c3c2C)c1O	8
CCCCN1C(=O)c2ccc(C(=O)Nc3c(N)n(CCCC)c(=O)n(C)c3=O)cc2C1=O	-3
CCOC(=O)C1=C(C)NC(C)=C(C(=O)OCC)C1C(=O)OCC(=O)c1ccc2c(c1)OCCO2	-14
Cn1c(=O)cc(OCC(=O)N2CCN(c3cccc(C(F)(F)F)c3)CC2)c2ccccc21	-51
CCS(=O)(=O)NCCc1cc2c(OC)ccc(OC)c2[nH]c1=O	6
Cc1nc(NC(=O)c2cccnc2)ccc1Br	2

An excerpt; rates above refer to the full screens.
